Screens as filed in PubChem BioAssay.
PG9 binder: small molecules binding HIV-1 gp120 antibody PG9; inhibition, % at 6.7 µM; 0.43% of 360,000 active; TR-FRET gp120-PG9 antibody binding; in the data active means inhibition above about 8.5%
DAX1 inh-1: DAX1 (NR0B1) inhibition, primary screen; inhibition, % at 6.8 µM; HEK293T StAR-luciferase reporter, SF-1/DAX-1 repression relief; AID 652010; 1.1% of 370,000 active;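 active means inhibition above the mean over all tested compounds plus 3 SD, cut at about 3.6% in these data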;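 further: 0% = DAX-1 cells with DMSO and 100% = cells lacking DAX-1 with DMSO; higher inhibition means more luminescence from relief of DAX-1 repression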
ADAM10 inh: ADAM10 inhibition, QFRET primary screen; O14672; recombinant ADAM10, EDANS/DABCYL FRET peptide cleavage, 3 h; inhibition, % at 7 µM; 0.62% of 370,000 active; AID 720582;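 active means inhibition above a per-campaign cutoff equal to the mean of compounds falling between control-based bounds plus 3 SD, cut at about 20% in these data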;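 further: 0% = DMSO wells while the 100% control is not disclosed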
Target sequence (O14672 214-748 limits assumed): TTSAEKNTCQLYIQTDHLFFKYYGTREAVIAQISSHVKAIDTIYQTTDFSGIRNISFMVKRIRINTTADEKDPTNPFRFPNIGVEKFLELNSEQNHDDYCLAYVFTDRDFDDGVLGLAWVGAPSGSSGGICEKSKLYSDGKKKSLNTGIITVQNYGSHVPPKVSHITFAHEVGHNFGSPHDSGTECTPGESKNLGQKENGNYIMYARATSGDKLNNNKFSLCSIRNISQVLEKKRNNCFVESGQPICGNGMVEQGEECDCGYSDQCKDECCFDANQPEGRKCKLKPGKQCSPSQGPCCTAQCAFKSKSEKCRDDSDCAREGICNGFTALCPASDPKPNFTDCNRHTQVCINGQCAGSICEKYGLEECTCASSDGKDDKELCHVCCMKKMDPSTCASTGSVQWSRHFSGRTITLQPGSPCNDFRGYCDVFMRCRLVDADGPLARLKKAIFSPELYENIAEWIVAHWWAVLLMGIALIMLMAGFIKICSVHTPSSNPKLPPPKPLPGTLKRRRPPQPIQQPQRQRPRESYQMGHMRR
DAX1 inh-2: inhibits human nuclear receptor DAX1; HEK293 Gal4-DAX1 luciferase reporter, luminescence; AID 504766; inhibition, % at 6.75 µM; 0.99% of 340,000 active; P51843;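 active means inhibition above the mean over all tested compounds plus 3 SD, cut at about 4.2% in these data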;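 further: 0% = DAX1-transfected cells with DMSO and 100% = empty-vector control cells with DMSO; inhibition shows as a rise in luminescence from relieved DAX1 repression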
Target sequence (P51843 207-470 limits assumed): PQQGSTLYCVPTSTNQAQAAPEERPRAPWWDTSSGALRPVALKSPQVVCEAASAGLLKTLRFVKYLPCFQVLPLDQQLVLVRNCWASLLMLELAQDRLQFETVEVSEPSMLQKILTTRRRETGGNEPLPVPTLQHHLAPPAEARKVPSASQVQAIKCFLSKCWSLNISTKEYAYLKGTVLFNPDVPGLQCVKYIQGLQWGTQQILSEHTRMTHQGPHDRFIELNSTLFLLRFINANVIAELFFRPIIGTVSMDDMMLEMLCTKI
ADAM17 inh: inhibits human ADAM17. P78536. 0.83% of 370,000 active. inhibition, % at 6.95 µM. recombinant ADAM17, EDANS/DABCYL FRET peptide cleavage;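 active means inhibition above the mean of compounds lying between control limits plus 3 SD, set per campaign, cut at about 8.5% in these data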;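 further: 0% = DMSO-only wells as the low control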
NPR1 activator: GC-A (human) enzyme activation; P16066; HEK293 GC-A cells, cGMP TR-FRET, EC30 ANP; 0% at EC30 ANP, 100% saturating ANP; activation, % at 10 µM; 0.14% of 370,000 active; in the data active means activation above about 40%
hgDAF-12 ag: hgDAF-12 agonism, primary luciferase screen; HEK293 GAL4-hgDAF12 UAS-luciferase reporter, agonist luminescence; normalized to butyrate control; activation, % at 6.8 µM; 1.8% of 370,000 active;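 active means activation above a cutoff set at the mean of all screened compounds plus 3 SD, cut at about 10% in these data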;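 further: 0% = DMSO wells and 100% = sodium butyrate wells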
hcDAF-12 act: activators of H. contortus DAF-12 nuclear receptor. HEK293 hcDAF-12 lit1-tk-luc reporter, luminescence; 0% DMSO, 100% Δ7-dafachronic acid. activation, % at 6.8 µM. 1.4% of 370,000 active. AID 652067;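 active means activation above the mean of all tested compounds plus 3 SD, cut at about 5.5% in these data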;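 further: 100% = response to 3 µM Δ7-dafachronic acid high control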
ssDAF-12 act: S. stercoralis DAF-12 activation, primary screen; 1% of 370,000 active; HEK293 ssDAF-12/GRIP1 lit1-tk-luc reporter, luminescence; % of 3 µM dafachronic acid response; activation, % at 6.8 µM;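 active means activation above the mean over all tested compounds plus 3 SD, cut at about 0.9% in these data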;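 further: 0% = DMSO-only wells and 100% = 3 µM delta7-dafachronic acid wells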
SMARCA2 activ: activators of SMARCA2 function; MG213 cells, MMTV-luciferase reporter, dexamethasone, overnight; activation, % at 9.1 µM; 1% of 370,000 active; AID 652017; in the data active means activation above about 7.8%;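 further: 0% = vehicle wells and 100% = reference activator wells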
GAA850 FXN act: increases GAA850 frataxin promoter reporter activity; 0.56% of 360,000 active; HEK293 lucGAA850 FXN promoter luciferase reporter, 24 h; percent of 10 µM SAHA response; activation, % at 6 µM;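 active means activation above the average of all compounds screened plus 3 SD, cutoff fixed separately per campaign, cut at about 7.5% in these data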;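 further: 0% = DMSO wells and 100% = 10 µM SAHA wells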
Active calls of the source: *; / = no result given. No enrichment for hits; overall some 6.8% were active at least once.

SMILES | PG9 binder | DAX1 inh-1 | ADAM10 inh | DAX1 inh-2 | ADAM17 inh | NPR1 activator | hgDAF-12 ag | hcDAF-12 act | ssDAF-12 act | SMARCA2 activ | GAA850 FXN act
Cc1ccccc1CS(=O)(=O)CCC(=O)NCCCN1CCOCC1 | -3.6 | -0.3 | -3 | -0.7 | 1 | 0 | 3.5 | -1.5 | -0.8 | 3 | 0.1
Cc1ccc2ncnc(Nc3cccc([N+](=O)[O-])c3)c2c1 | 0.1 | -0.5 | -12 | 0.1 | 1 | 1 | 0.1 | -1.5 | -1.7 | 0 | -1.1
CC(=O)N1CCN(c2ccccc2NC(=O)COc2cc(C)cc(C)c2)CC1 | -0.6 | 0.1 | 13 | -1.2 | 0 | -4 | 0.3 | -1.3 | -1.3 | 0 | 0.6
COCCn1c(SCC(=O)Nc2ccc(C(C)=O)cc2)nnc1-c1ccco1 | 0.9 | -0.7 | -2 | -1.4 | 2 | 3 | -0.4 | -0.3 | -1.4 | 0 | -0.6
Cc1nc2ccc(C(=O)Nc3ccc4c(c3)OCC(=O)N4)cn2c1N(C)C(=O)CCc1ccccc1 | 1.3 | -0.9 | -8 | / | -1 | -2 | 1.5 | -1.6 | -1.2 | 0 | -0.1
CN1CCN(/C=C2\SC(=S)NC2=O)CC1 | -2.9 | 0.0 | -5 | 0.5 | -1 | 2 | -1.0 | 1.0 | -0.7 | 0 | -0.6
COc1ccc(NS(=O)(=O)c2cn(C)c(=O)n(C)c2=O)c(OC)c1 | -3.6 | -0.4 | 6 | 3.1 | 0 | 0 | -0.5 | -0.3 | -1.2 | 4 | 1.2
COC1=C(Nc2ccccc2)C(=O)C(OC)=C(Nc2ccccc2)C1=O | -3.5 | 0.9 | 0 | 1.6 | 1 | -6 | 0.0 | 2.7 | -1.2 | 0 | -0.3
CCOC(=O)C1=C(C)OC(=CC=Cc2ccccc2)C1=O | -4.6 | -0.4 | -20 | 1.7 | 2 | -21 | 2.7 | 1.3 | -0.5 | -1 | 1.6
COc1ccc(-c2csc(N(Cc3ccccc3)C(=O)COc3ccc(Cl)cc3)n2)cc1 | 0.1 | -0.2 | -4 | 0.3 | -5 | 1 | 0.0 | -1.1 | -0.8 | -5 | 2.8
Cc1cccc(CC2(O)C(=O)Nc3ccccc32)n1 (centres undefined) | 0.2 | 0.5 | -17 | 2.5 | -3 | 2 | 0.3 | 0.1 | -0.3 | -5 | -0.9
COC1=NC(=C(c2ccccc2)c2ccccc2)OC1=O | 0.0 | 0.2 | -3 | -0.8 | -2 | -4 | -0.5 | -1.0 | -1.0 | 0 | -0.6
Cc1ccccc1NC(=O)C(c1ccccc1)C1CCCC1 (centres undefined) | 0.5 | -0.2 | 5 | -0.4 | -3 | -3 | -1.9 | -1.7 | -1.9 | -1 | -0.8
CCCC(c1nnnn1C(C)(C)C)N1CCN(C(=O)c2ccco2)CC1 (centres undefined) | -1.2 | 0.3 | 4 | 2.8 | 0 | 2 | -2.3 | -0.7 | -0.8 | -4 | 1.1
Cc1cccc(NC(=O)Nc2cccc(C#N)c2)n1 | 0.7 | 1.3 | -6 | 5.4* | 3 | -8 | 4.2 | -0.7 | 0.2 | 2 | 8.0*
CC(C)CC(NC(=O)C1CCCN1C(=O)OC(C)(C)C)C(=O)NCC(N)=O (centres undefined) | 1.4 | 0.9 | 9 | 1.7 | 6 | 2 | 0.5 | -1.9 | -0.6 | -1 | 0.4
CC1(C)Cc2nc(-c3ccccc3)nc(SCC(=O)N3CCOCC3)c2CO1 | -2.7 | -0.4 | 0 | 0.1 | -1 | -2 | 0.3 | -1.6 | -1.0 | 4 | -1.2
O=C(NCc1cccs1)c1noc2c1CCCCC2 | 0.4 | 0.9 | 0 | 1.1 | -4 | -6 | 10* | -0.2 | -1.2 | 1 | 2.8
COc1ccc(NC(=O)CS(=O)(=O)c2cn(CC(=O)N(C(C)C)C(C)C)c3ccccc23)c(OC)c1 | -1.9 | -0.5 | -12 | -0.2 | -7 | -1 | 1.4 | 0.2 | 0.5 | -2 | -1.1
CCOC(=O)C1(Cc2ccccc2C(F)(F)F)CCN(Cc2ccon2)CC1 | -1.2 | -0.8 | -4 | -1.5 | -2 | -3 | 3.2 | -1.4 | -1.4 | 0 | -2.7
COc1cccc(C2Nc3ccccc3C(=O)N2O)c1O (centres undefined) | 1.1 | 0.8 | -6 | 1.8 | -7 | 2 | 6.2 | -0.5 | -0.1 | 4 | 5.3
COc1ccc(Nc2c(-c3ccc(OC)cc3)nc3cnccn23)cc1 | -0.2 | -0.7 | -12 | 0.0 | -5 | 50* | 4.3 | 0.9 | -0.9 | -3 | 4.2
Fc1cccc2sc(N3CCCC3)nc12 | 1.2 | 1.0 | 6 | 0.8 | 2 | 0 | 6.3 | 1.5 | -0.6 | 1 | 3.4
CN(C)S(=O)(=O)c1ccc(Cl)c(C(=O)Nc2nc3ccccc3[nH]2)c1 | -0.7 | 0.5 | -7 | 0.0 | -4 | -1 | 2.1 | -0.6 | -1.4 | -3 | 3.5
C[C@@H]1CN([C@@H](C)CO)C(=O)CCCn2nncc2CO[C@@H]1CN(C)S(=O)(=O)c1ccc2c(c1)OCCCO2 | 0.2 | 0.3 | -14 | 0.3 | -2 | 3 | 1.4 | -0.7 | -1.2 | -5 | 0.8
SMILES | PG9 binder | DAX1 inh-1 | ADAM10 inh | DAX1 inh-2 | ADAM17 inh | NPR1 activator | hgDAF-12 ag | hcDAF-12 act | ssDAF-12 act | SMARCA2 activ | GAA850 FXN act
CCn1c(=S)sc2c(=O)n(CC(=O)Nc3ccc(C(C)=O)cc3)c(C)nc21 | -1.4 | -0.2 | 0 | 0.2 | 3 | 5 | -0.5 | 0.8 | -0.5 | -1 | -0.8
O=C(NCCCNC(=O)c1cnccn1)c1cccc(F)c1 | -0.2 | -0.1 | -1 | -0.3 | 0 | -1 | -1.7 | -0.9 | -1.1 | -3 | -0.5
CCOC(=O)Cc1csc(NC(=O)CN(C)S(=O)(=O)c2cccc3cccnc23)n1 | -3.4 | 0.5 | 0 | 3.5 | -3 | -4 | 3.3 | 1.7 | -1.0 | 1 | 0.1
CCCN1CNc2c(c(=O)[nH]c(=S)n2CCc2ccc(OC)c(OC)c2)C1 | -0.8 | 1.8 | 0 | 0.7 | -2 | -10 | -3.5 | -1.8 | -1.2 | 0 | 2.5
Cc1ccc(OCc2cc(C(=O)NCc3ccc(OC(F)(F)F)cc3)no2)cn1 | -1.7 | -0.8 | -4 | -0.2 | 2 | 0 | -1.7 | -3.4 | -1.6 | -6 | 0.3
Cc1c(C(=O)N(C)Cc2ccc(F)cc2)sc(=O)n1Cc1ccc(Cl)c(Cl)c1 | -0.1 | -0.8 | 2 | / | 2 | -16 | -4.5 | -2.4 | -1.2 | -3 | -0.9
CSc1nsc(N/N=C/c2ccccc2)c1C#N | 0.8 | 1.0 | -10 | 1.4 | 5 | 6 | 4.4 | -1.2 | -0.7 | -1 | 1.5
CSc1nc2ccc3nc(NC(=O)C4COc5ccccc5O4)sc3c2s1 (centres undefined) | -1.5 | 0.4 | 5 | -0.1 | 5 | -4 | -2.2 | -0.5 | -0.6 | -3 | 1.4
NC(c1ccccc1)c1csc(Nc2ccc(C(F)(F)F)cn2)n1 (centres undefined) | -0.6 | -0.2 | -5 | / | 2 | 0 | 1.2 | 2.5 | -1.1 | -1 | 0.9
CCc1ccc(C(=O)Cn2cnc3cc([N+](=O)[O-])ccc3c2=O)cc1 | -13 | -0.6 | -5 | -0.7 | -3 | 1 | 2.3 | 1.3 | -1.8 | -4 | 1.1
Nc1ccc(SCc2nc3cccc4c3n2CCC4)cc1 | 0.4 | 0.1 | -1 | 0.4 | 2 | -4 | 1.8 | -0.6 | -0.5 | 3 | 2.1
Cc1ccnc(SCC(=O)NC2CCCCCC2)n1 | -2.5 | 0.9 | -2 | 0.4 | -5 | 2 | 1.2 | 1.9 | -1.0 | 2 | 0.5
O=C1Nc2ccccc2-n2nnnc2C1N1CCc2ccccc2C1 (centres undefined) | 1.1 | 0.0 | -3 | / | -5 | -4 | 2.6 | 0.6 | -0.5 | 3 | /
CC(NC(=O)COC(=O)c1ccc(Br)o1)c1ccccc1 (centres undefined) | -1.1 | -0.5 | -6 | -0.2 | -6 | 0 | -0.9 | -0.4 | -0.2 | -2 | 0.8
Cc1ccc(-c2cc(N)on2)cc1 | 1.6 | 0.6 | -9 | 0.3 | 1 | 2 | 4.8 | 1.8 | -0.9 | 1 | 3.7
O=C(CN1CCOCC1)Nc1ccc(Br)cn1 | -0.7 | 0.0 | -2 | -0.3 | 1 | 2 | 2.1 | -1.3 | 0.9 | 2 | 1.5
COc1ccccc1N1CCN(C2CCCN(C(=O)c3cccc(-c4ccco4)c3)C2)CC1 (centres undefined) | -2.9 | -2.0 | 4 | -0.6 | 1 | -3 | 2.0 | -2.0 | -1.3 | -3 | -1.9
OC(COCc1ccco1)CN1CCN(C(c2ccccc2)c2ccccc2)CC1 (centres undefined) | -1.6 | -0.2 | 13 | -0.1 | 4 | -6 | -2.1 | -0.5 | -1.4 | 0 | -0.8
COc1ccc(NC2CCCN(C(=O)c3ccc(OC)o3)C2)cc1 (centres undefined) | -3.9 | 0.5 | -4 | 0.6 | 1 | 2 | 2.5 | -1.1 | 0.0 | -2 | -1.3
OCCC1CN(Cc2ccon2)CCN1CCc1ccccc1 (centres undefined) | 0.5 | -0.4 | 1 | -0.2 | -3 | 4 | 2.3 | 1.2 | -1.3 | -3 | -1.0
O=C(Nc1cc(Cl)ccc1Cl)c1noc2c1CCCC2 | -0.7 | 0.1 | 4 | 0.5 | 0 | -2 | 3.2 | 0.4 | -0.3 | -1 | 1.2
Cc1cc(Br)cn2c(Cc3ccsc3)c(-c3cccc(Br)c3)nc12 | 4.1 | 0.3 | -4 | / | -2 | -9 | 0.2 | 1.4 | 0.2 | -5 | /
COc1cccc2c1[C@@H]1CN(CCCCn3c(=O)[nH]c4c(sc5ncc(-c6ccccc6)nc54)c3=O)C[C@@H]1CO2 | -0.3 | 0.8 | 3 | 0.0 | -1 | -1 | -2.5 | -2.4 | -1.5 | 2 | 0.5
Cc1ccc(N=Nc2c(C)[nH]n(C(N)=S)c2=O)cc1 | -1.3 | 1.0 | -1 | 1.7 | 1 | -5 | 5.9 | 2.8 | 1.0* | 6 | 3.0
CC(C)NC(=O)c1ccccc1N(Cc1ccccc1)S(C)(=O)=O | 0.0 | 0.7 | 3 | -0.8 | -1 | -3 | -0.5 | -0.7 | -0.9 | -5 | -1.3
COCCCNC(=O)c1cn(CCOC)c(=O)c2c1c1ccccc1n2C | 0.9 | 0.2 | -235 | -1.4 | -97 | 0 | -1.9 | 0.8 | 0.0 | -2 | 1.8
CCCOc1ccc(C(=O)NNC(=S)NC(C)=O)cc1 | -0.2 | -0.8 | 3 | -2.5 | 1 | 0 | 1.3 | 1.1 | -1.1 | -3 | -1.0
